# From PubChem
# Hck-Nef inh: inhibitors of human Hck kinase activated by Nef. P08631. Recombinant Hck-YEEI plus Nef, Z-Lyte FRET kinase assay. inhibition, % at 20 µM. 220,000 compounds, 0.68% hits;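 active = Hck-Nef kinase inhibition above about 50%, limit read from the data; inactive = inhibition below that limit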;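 note: 0% = DMSO with Hck plus Nef and 100% = Hck alone without Nef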
# eIF4E-4G inh: blocks eIF4E binding to eIF4G | AID 782 | TR-FRET eIF4E-eIF4GI(517-606) binding, 2 h | inhibition, % at 21.7 µM | 220,000 compounds, 0.37% hits | P63073+Q04637;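 active = inhibition above about 30%, limit read from the data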;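 note: 0% = full FRET control wells and 100% = background wells lacking eIF4GI fragment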
# Rad51 HR inh: blocks human Rad51 in homologous recombination | Q06609 | hRad51 DNA strand exchange, fluorescence dequenching | inhibition, % at 10 µM | 200,000 compounds, 0.085% hits;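 active = inhibition above 40% at the single screening dose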;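 note: 0% = DMSO control wells and 100% = blanks with heterologous ssDNA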
#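 Test system: preformed human Rad51 ssDNA filaments; also added: Donor/quencher-labelled 47-bp dsDNA substrate; doses: 10 µM final, single point; times: 37 °C 15-min filament assembly, 30-min compound preincubation, 15-min exchange; detection: FRET fluorescence dequenching, excitation 485 nm, emission 520 nm; read-out basis: Fluorescence-based percent inhibition, control- and blank-normalised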
# 14-3-3 Bad inh: disrupts binding of bovine 14-3-3 zeta to phospho-Bad peptide | 220,000 compounds, 0.71% hits | inhibition, % at 21.7 µM | TR-FRET 14-3-3zeta/Dy647-pBad peptide displacement, 1 h | AID 781;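 active = inhibition above about 70%, limit read from the data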;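 note: 0% = full 14-3-3 plus peptide FRET controls and 100% = background without 14-3-3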
# Tb hexokinase: T. brucei hexokinase 1 inhibition; recombinant TbHK1, G6PDH-coupled NADH A340; inhibition, % at 10 µM; 220,000 compounds, 0.11% hits;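 active = inhibition of 50% or more in the single-dose primary screen; inactive = inhibition below 50%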
# EP2 mod: EP2 receptor (human) modulation | induction, % at 25 µM | EP2-expressing cells, cAMP HTRF FRET, PGE2 co-stimulation | 260,000 compounds, 0.83% hits | P43116;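 active = compounds whose cAMP rise, as percent of the full-agonist control response, exceeds 60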;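 note: rat C6 glioma line stably carrying human EP2 under a CMV promoter; the protocol text gives 20 µM as final concentration; 100% = response of wells given 1 µM PGE2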
# EP2 antag: EP2 receptor (human) inhibition; 260,000 compounds, 0.52% hits; inhibition, % at 25 µM; C6 glioma cells expressing human EP2, cAMP TR-FRET; cells stimulated with saturating PGE2; P43116;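 active = percent inhibition above 40 after rounding to a whole number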;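 note: rat C6 glioma host cells with rolipram phosphodiesterase inhibitor present; the protocol text gives 20 µM as final concentration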
# Calpain2 inh: calpain II (pig) inhibition; purified calpain II, fluorogenic peptide substrate, 30 min; inhibition, % at 16 µM; 220,000 compounds, 0.37% hits; AID 1236;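 active = inhibition above about 50%, limit read from the data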
# zVAD death inh: blocks zVAD induced death of L929 cells; viability rescue, % at 10 µM; AID 1377; 220,000 compounds, 0.38% hits; L929 zVAD necroptosis rescue, ATP luminescence, 24 h; with zVAD 60 µM;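 active = activation, scaled between plate controls, above about 75%, limit read from the data; inactive = activation under that limit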;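 note: 0% = zVAD with DMSO and 100% = DMSO alone without zVAD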
# * hit, by the source's call; x = not tested or not shown; & = joins results of further samples; [ ] = another dose, or the depositor's remark. This is a subset; rates above refer to the full screens.
item	molecule	Hck-Nef inh	eIF4E-4G inh	Rad51 HR inh	14-3-3 Bad inh	Tb hexokinase	EP2 mod	EP2 antag	Calpain2 inh	zVAD death inh
1	CSc1nc2ccsc2c(=O)n1-c1ccccc1	-0.2	-1.6	0.2	-7.8	1.6	38.1	7.5	-16.6	0.9
2	OCCNCCOc1ccc(Cl)c(Cl)c1	-0.4	0.0	1.2	-5.9	28.5	-13.2	0.6	20.6	1.0
3	COc1ccc(CN2CC(C(=O)NCCN3CCN(c4ccccc4F)CC3)CC2=O)cc1 (stereo not given)	2.0	-0.1	-7.6	-0.1	-1.1	5.5	14.2	-31.3	0.1
4	COc1ccc(OC)c(C2CC(c3c(-c4ccccc4)c4cc(Cl)ccc4[nH]c3=O)=NN2S(C)(=O)=O)c1 (stereo not given)	1.9	-8.9	x	-0.5	-9.7	23.0	x	-18.4	0.7
5	Cc1cccc(C(=O)NCC(=O)OCC(=O)N2CC3(C)CC2CC(C)(C)C3)c1 (stereo not given)	3.1	3.1	1.2	-13.4	28.2	26.3	7.0	12.5	0.7
6	CC(C)(C)c1cc[n+](-c2[nH]c(=O)sc2/C=N/NC([S-])=Nc2ccccc2)cc1	0.4	6.2	-393.2	-3.7	-22.1	-6.6	3.9	-7.2	0.5
7	CCCNC(=O)CN(C)CC(=O)Nc1ccccc1C#N	9.6	2.7	4.8	-7.7	-2.1	6.1	6.6	-16.9	0.8
8	O=C(COC(=O)C1CCC1)NCc1ccccc1Cl	1.8	2.5[fluorescence artefact?]	4.6	-2.0	-0.4	-7.8	9.8	7.7	0.3
9	CC12CN3CC(C)(CN(C1)C3c1cc3ccccc3[nH]1)C2=O (stereo not given)	-1.1	-3.3	0.6	11.1	-3.2	-0.6&-78.0	25.8&12.1	0.1	1.5
10	CC(C)(C)OC(=O)N1CCN(C(=O)[C@H](Cc2ccc(O)cc2)n2cc(CCO)nn2)CC1	-7.4	3.5	3.5	0.5	-6.5	11.7	14.7	-6.8	-0.3

# Record cards, from the list above. Order of screens: Hck-Nef inh	eIF4E-4G inh	Rad51 HR inh	14-3-3 Bad inh	Tb hexokinase	EP2 mod	EP2 antag	Calpain2 inh	zVAD death inh
# Profile of COc1ccc(CN2CC(C(=O)NCCN3CCN(c4ccccc4F)CC3)CC2=O)cc1 (stereo not given) → 2.0	-0.1	-7.6	-0.1	-1.1	5.5	14.2	-31.3	0.1
# Profile of CCCNC(=O)CN(C)CC(=O)Nc1ccccc1C#N → 9.6	2.7	4.8	-7.7	-2.1	6.1	6.6	-16.9	0.8

# Values by screen from the entries so far:
# Hck-Nef inh for nos. 3–6 → 2.0, 1.9, 3.1, 0.4
# zVAD death inh for nos. 3–6 → 0.1, 0.7, 0.7, 0.5
# Tb hexokinase for nos. 3–6 → -1.1, -9.7, 28.2, -22.1

# Continuation:
item	molecule	Hck-Nef inh	eIF4E-4G inh	Rad51 HR inh	14-3-3 Bad inh	Tb hexokinase	EP2 mod	EP2 antag	Calpain2 inh	zVAD death inh
11	O=C(c1ccc([N+](=O)[O-])cc1)N1C=CC(C(F)(F)F)=NCC1	22.0	0.3	9.7	-6.9	-10.0	18.2	2.9	14.6	3.7
12	O=C(COc1ccc(Cl)cc1Cl)Nc1ccc2nc3n(c(=O)c2c1)CCCC3	-0.6	x	3.4	x	2.9	-44.5	11.5	-59.9	0.3
13	COc1ccc(C(C)=O)cc1CS(=O)(=O)CC(=O)O	16.6	3.2	2.6	-4.0	3.7	16.2	6.0	21.8	0.9
14	O=C(c1ccccc1[N+](=O)[O-])N1CCN(Cc2ccc3c(c2)OCO3)CC1	-1.3	-3.9	x	-6.6[fluorescence artefact?]	-2.0	5.0	6.7	13.1	0.0
15	Cc1ccc(-c2cc3ccccc3nc2N2CCOCC2)cc1	-0.4	2.2	3.0	-5.3	-4.5	73.3*	6.0	-44.2	1.5
16	COc1ccc(C(=O)NC(=S)Nc2ccccc2F)cc1	1.0	2.3	1.0	-5.8[fluorescence artefact?]	26.3	-47.2	7.8	13.9	0.1
17	O=S1(=O)CCN(Cc2ccc(Cl)cc2)CC1	-0.3	-4.1	6.4	11.8	-3.8	-7.5	20.6	4.8	0.8
18	CCc1ccc(Nc2ncc3c(n2)CC(c2ccc(OC)cc2)CC3=O)cc1 (stereo not given)	1.8	-8.9	0.0	9.2	-12.6	52.3	6.2	-33.8	0.3
19	CCC1(C)Cc2c(sc3nnn(CC(=O)Nc4ccccc4)c(=O)c23)CO1 (stereo not given)	-0.2	-1.0[fluorescence artefact?]	1.5	-6.3	-13.2	9.6	5.9	2.4	0.5
20	CCOc1cc(NC(=S)NCC2CCCO2)c(OCC)cc1NC(=O)c1ccc(OC)cc1 (stereo not given)	2.9	-0.6	12.1	-6.1[fluorescence artefact?]	-10.9	-2.7	8.4	-4.9	1.3

item	molecule	Hck-Nef inh	eIF4E-4G inh	Rad51 HR inh	14-3-3 Bad inh	Tb hexokinase	EP2 mod	EP2 antag	Calpain2 inh	zVAD death inh
21	Clc1ccc2nc(SCc3nnc(-c4ccccc4)o3)[nH]c2c1	0.7	-7.2	x	2.2	4.5	-55.7&-80.5	9.3	-4.4	-0.3
22	CCCOC(=O)C1=C(C)NC2=C(C(=O)CCC2)C1c1cc(OC)ccc1OC (stereo not given)	19.4	-9.6	-10.6	-2.1	-6.7	-2.8	10.6	-22.3	-0.4
23	COc1cc(/C=C/C(=O)N2CCCc3ccccc32)cc(OC)c1OC	3.9	6.3	-5.1	-24.4	11.1	-13.6	3.7	6.2	1.6
24	COc1ccccc1-c1nnc(N(C)C(=O)C2CCCO2)s1 (stereo not given)	8.8	2.5	-5.9	-11.3	-9.5	-10.4	17.5	-117.0	0.7
25	CCOc1cc(C(=O)Nc2ccncc2)cc(OCC)c1OCC	18.6	-0.2	-10.6	-1.0	-7.6	9.8	12.4	-10.6	0.9
26	CCC(C(=O)NC1CCCC1)N(C(=O)Cn1nnc(-c2ccc(C)o2)n1)c1cnc2ccccc2c1 (stereo not given)	0.3	6.3[fluorescence artefact?]	-1.9	77.6*	1.1	3.8	-1.9	-11.8	0.6
27	Cc1ccc(NCc2nc3ccccc3n2C)cc1	-0.6	1.3	-4.4	-3.3	-2.0	-1.9	3.3	7.6	-0.2
28	COC(=O)c1ccc(NS(=O)(=O)N(C)C)cc1	1.8	-4.4	-1.2	0.6	-0.7	1.1	6.4	0.3	0.0
29	CC(=O)c1ccc(N(C(=O)Cn2nnc(-c3ccccc3)n2)C(C(=O)NC2CCCCC2)c2ccccn2)cc1 (stereo not given)	1.2	14.2	3.8	-10.6	29.4	22.7	9.5	-4.4	0.3
30	COc1cc(/C=C(\C#N)C(=O)Nc2cccc3ncccc23)cc(OC)c1OC	2.7	0.6	-10.2	34.8[fluorescence artefact?]	-13.0	4.9	8.8	-7.0	7.1

# Structures listed above that bear a hit mark in 14-3-3 Bad inh:
no. | smiles | Hck-Nef inh | eIF4E-4G inh | 14-3-3 Bad inh | Tb hexokinase | EP2 mod | Calpain2 inh
26 | CCC(C(=O)NC1CCCC1)N(C(=O)Cn1nnc(-c2ccc(C)o2)n1)c1cnc2ccccc2c1 (stereo not given) | 0.3 | 6.3[fluorescence artefact?] | 77.6* | 1.1 | 3.8 | -11.8

# New compounds follow
item	molecule	Hck-Nef inh	eIF4E-4G inh	Rad51 HR inh	14-3-3 Bad inh	Tb hexokinase	EP2 mod	EP2 antag	Calpain2 inh	zVAD death inh
31	Cc1cccc(-n2c(SCC(=O)NCc3ccco3)nnc2-c2ccco2)c1	1.9	-0.3	-10.6	-6.8	2.1	15.3&13.2	4.5&9.2	-9.2	0.1
32	CCOC(=O)c1csc(NC(=O)CCSc2ccccc2)n1	14.0	-2.6	1.9	-10.6	-0.1	-26.4	10.4	-12.3	1.1
33	Cc1nonc1C(=O)N/N=C/c1cc2c(cc1Br)OCO2	13.4	2.2	-2.4	-5.5	-23.0	0.7	3.4	-3.1	-1.5
34	C=CCOC(=O)c1cn(CC)c2nc(C)ccc2c1=O	20.0	17.2	-6.2	20.4	-6.6	14.1	8.5	-27.6	-1.0
35	O=C(CN1CCc2ccccc21)NC(=O)NCc1ccco1	2.7	-4.6	-5.0	-3.4	3.0	3.5	13.1	3.2	0.7
36	CC(=O)Nc1ccccc1Sc1ccccc1	0.5	-1.3	x	8.8	-4.0	19.7	6.0	-0.4	0.9
37	O=C(NCCc1ccccc1)/C(=N\O)c1ccccc1	-2.1	-2.0	x	-0.5	8.0	20.1	x	15.7	1.2
38	CCn1c(=O)cc(SCC(=O)NCc2ccc(C)o2)c2ccccc21	1.6	-5.6[fluorescence artefact?]	-0.9	-16.9[fluorescence artefact?]	-10.3	9.3	8.7	30.2	-0.7
39	O=C(/C=C/c1ccccc1[N+](=O)[O-])N1CCN(c2ccccc2F)CC1	28.5	-2.2	-1.8	1.3	-7.3	-25.5	9.9	-12.0	1.1
40	CC1=CC(c2ccccc2)n2nnnc2N1 (stereo not given)	6.7	-2.0	-5.2	-7.0	-5.1	-19.4	7.7	8.9	-0.1

# Given screen by screen: five of the compounds above.
36: CC(=O)Nc1ccccc1Sc1ccccc1
37: O=C(NCCc1ccccc1)/C(=N\O)c1ccccc1
38: CCn1c(=O)cc(SCC(=O)NCc2ccc(C)o2)c2ccccc21
39: O=C(/C=C/c1ccccc1[N+](=O)[O-])N1CCN(c2ccccc2F)CC1
40: CC1=CC(c2ccccc2)n2nnnc2N1 (stereo not given)

assay / entry	36	37	38	39	40
Hck-Nef inh	0.5	-2.1	1.6	28.5	6.7
eIF4E-4G inh	-1.3	-2.0	-5.6[fluorescence artefact?]	-2.2	-2.0
Rad51 HR inh	x	x	-0.9	-1.8	-5.2
14-3-3 Bad inh	8.8	-0.5	-16.9[fluorescence artefact?]	1.3	-7.0
Tb hexokinase	-4.0	8.0	-10.3	-7.3	-5.1
EP2 mod	19.7	20.1	9.3	-25.5	-19.4
EP2 antag	6.0	x	8.7	9.9	7.7
Calpain2 inh	-0.4	15.7	30.2	-12.0	8.9
zVAD death inh	0.9	1.2	-0.7	1.1	-0.1

# Next part.
item	molecule	Hck-Nef inh	eIF4E-4G inh	Rad51 HR inh	14-3-3 Bad inh	Tb hexokinase	EP2 mod	EP2 antag	Calpain2 inh	zVAD death inh
41	CCC1=NN(C(=O)CCc2ccccc2)C(O)(C(F)(F)F)C1 (stereo not given)	0.3	0.7	-0.3	10.0	3.4	30.4	-0.8	6.9	-0.1
42	O=c1c2c(nc3c(-c4ccc(Cl)cc4)c[nH]n13)CCCC2	1.4	8.1	-7.2	-18.5	0.8	-31.7	23.3	-133.7	2.6
43	O=C(NCc1ccccc1)c1cncc(Br)c1	8.7	-0.3	x	7.9	3.8	8.3	7.7	-2.6	0.8
44	CN(C)S(=O)(=O)c1ccc(Cl)c(NC(=O)COC(=O)CCSc2ccccc2)c1	3.2	2.9	4.7	6.2	4.8	14.4	6.3	22.8	0.3
45	CC(C)c1ccc(NC(=O)CNC(=O)Cn2cnc3ccccc3c2=O)cc1	27.5	-2.2	8.0	1.7	7.8	-8.1	9.3	18.9	2.5
46	Cc1occc1-c1nnc(SCC(=O)N2CCOCC2)n1CCc1ccccc1	7.1	-3.6[fluorescence artefact?]	8.8	-1.1	54.4*	20.8&-20.1	12.6&6.0	11.1	-0.5
